TrxR1 inh: rat TrxR1 inhibition; recombinant rTrxR1, NADPH fluorescence consumption, selenite substrate; Potency, µM (top dose mostly 114 µM), for the others: at the top dose activity change, negative = inhibition, most hits filed as inhibitors; 390,000 compounds, 1% hits; also: % is scaled to controls: 0 for no effect and ±100 for the full control effect; nearly all actives have a fitted effect of over 65% in size
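Rat TrxR1 (90 nM in the dispensed reagent) was pre-reduced with 400 uM NADPH for 5 min at room temperature, then incubated with compound for 15 min. After 400 uM selenite was added, NADPH fluorescence (Ex 340/Em 450 nm) was followed for 8 min.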
ALOX12 inh: blocks human arachidonate 12S-lipoxygenase; purified 12hLO, xylenol orange hydroperoxide absorbance; Potency, µM (titrated, usually from 108 µM), without a hit: at the top dose activity change, negative = inhibition, actives largely listed as inhibitors; 580,000 compounds, 1.1% hits; AID 1671190; also: % is scaled to controls: 0 for no effect and ±100 for the full control effect
Target sequence (P18054 whole entry, looked up): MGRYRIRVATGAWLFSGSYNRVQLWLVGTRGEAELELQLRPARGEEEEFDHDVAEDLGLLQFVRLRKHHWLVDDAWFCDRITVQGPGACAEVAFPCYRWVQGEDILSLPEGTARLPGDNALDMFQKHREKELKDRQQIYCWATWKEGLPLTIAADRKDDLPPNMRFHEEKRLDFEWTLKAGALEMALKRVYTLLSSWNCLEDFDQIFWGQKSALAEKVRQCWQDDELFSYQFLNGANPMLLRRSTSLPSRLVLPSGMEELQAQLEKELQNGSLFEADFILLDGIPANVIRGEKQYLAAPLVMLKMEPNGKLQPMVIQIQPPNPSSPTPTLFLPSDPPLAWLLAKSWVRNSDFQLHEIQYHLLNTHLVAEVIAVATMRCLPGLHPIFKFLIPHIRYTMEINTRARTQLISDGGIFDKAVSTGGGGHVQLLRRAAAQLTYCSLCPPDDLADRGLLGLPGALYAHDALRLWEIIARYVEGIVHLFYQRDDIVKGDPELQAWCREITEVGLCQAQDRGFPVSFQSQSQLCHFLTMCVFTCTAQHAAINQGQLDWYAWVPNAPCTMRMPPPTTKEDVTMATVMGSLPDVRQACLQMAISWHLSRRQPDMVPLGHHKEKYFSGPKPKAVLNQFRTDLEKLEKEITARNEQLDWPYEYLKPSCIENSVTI
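Purified human 12hLO (150 nM final) in 25 mM Hepes, 0.01% Triton X-100, pH 7.0 was preincubated 15 min at room temperature with compound. Then 40 uM arachidonic acid was added, 30 min. Hydroperoxide was read by Fe-XO absorbance ratio 573/405 nm.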
USP1 inh: inhibitors of human USP1/UAF1 deubiquitinase. 390,000 compounds, 0.23% hits. Potency, µM (highest dose often 57.1 µM), for the others: top-dose activity change, negative = inhibition, most hits filed as inhibitors. O94782. recombinant USP1/UAF1, Ub-Rhodamine cleavage fluorescence; also: % is scaled to controls: 0 for no effect and ±100 for the full control effect; nearly all actives have a fitted effect of over 60% in size; inactives centre near -12
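Step one: compound is pinned into 1nM USP1/UAF1 in HEPES pH 7.8 buffer with TCEP. Step two: 15 min room-temperature incubation. Step three: Ub-Rho (150nM final) starts cleavage, tracked by fluorescence over six one-minute reads.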
TrxR1 substrate: substrates of rat thioredoxin reductase 1. AID 588456. 390,000 compounds, 0.01% hits. O89049. purified TrxR1 substrate turnover, NADPH consumption readout. Potency, µM (titrated, usually from 114 µM), for inactives: top-dose activity change, negative = substrate turnover; also: % is scaled to controls: 0 for no effect and ±100 for the full control effect; nearly all actives have a fitted effect of over 50% in size
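Rat TrxR1, dispensed at 90 nM, was prereduced with 400 uM NADPH (final) for 5 min at ~22 deg C, then incubated with compound 15 min before 400 uM selenite. A first-read NADPH fluorescence drop versus no-compound background flagged substrates.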
RGS4 inhibitor: inhibitors of human regulator of G protein signaling 4. Potency, µM (series often up to 114 µM), without a hit: at the highest dose activity change, negative = inhibition, most hits filed as inhibitors. 390,000 compounds, 0.039% hits. P49798. Transcreener GDP fluorescence polarization, RGS4-accelerated GTP hydrolysis; also: % is scaled to controls: 0 for no effect and ±100 for the full control effect; nearly all actives have a fitted effect of over 75% in size; some results filed as inactive show a strong effect at the top dose
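MLSMR compounds (23 nl, pin-transferred) preincubated 10 min at room temperature with a 500nM (2x) first reagent, then RGS4 at 900nM (2x) plus Transcreener GDP mix added; fluorescence polarization (620/688 nm) read before and after 90 min at 30 °C.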
Vif-A3F inh: Vif-A3F binding inhibition; 390,000 compounds, 0.2% hits; Potency, µM (doses to about 46.1 µM), for inactives: at the top dose activity, negative = active; HeLa A3F-eYFP + Vif (tagged APOBEC3F with the HIV-1 protein that degrades it), YFP fluorescence increase; also: % of control where 0% means no effect; nearly all actives have a fitted effect of over 65% in size
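HeLa cells stably expressing A3F-eYFP plus Vif, plated and incubated overnight at 37 deg C, then exposed to compounds overnight at 37 deg C. Blocked degradation read as raised yellow fluorescence (Ex 488/Em 500-530).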
Vif-APOBEC3G blk: inhibitors of Vif-APOBEC3G interaction; Potency, µM (titrated, usually from 46.1 µM), for inactives: at the highest dose activity, negative = active, most hits filed as inhibitors; 410,000 compounds, 0.076% hits; HeLa A3G-eYFP + Vif (tagged APOBEC3G with the HIV-1 protein that degrades it), YFP fluorescence, overnight; AID 602310; Q9HC16;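 also: % is scaled to controls: 0 for no effect and ±100 for the full control effect; nearly all actives have a fitted effect of over 60% in size; hits raise eYFP signal because A3G escapes Vif-driven loss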
Target sequence (Q9HC16 whole entry, looked up): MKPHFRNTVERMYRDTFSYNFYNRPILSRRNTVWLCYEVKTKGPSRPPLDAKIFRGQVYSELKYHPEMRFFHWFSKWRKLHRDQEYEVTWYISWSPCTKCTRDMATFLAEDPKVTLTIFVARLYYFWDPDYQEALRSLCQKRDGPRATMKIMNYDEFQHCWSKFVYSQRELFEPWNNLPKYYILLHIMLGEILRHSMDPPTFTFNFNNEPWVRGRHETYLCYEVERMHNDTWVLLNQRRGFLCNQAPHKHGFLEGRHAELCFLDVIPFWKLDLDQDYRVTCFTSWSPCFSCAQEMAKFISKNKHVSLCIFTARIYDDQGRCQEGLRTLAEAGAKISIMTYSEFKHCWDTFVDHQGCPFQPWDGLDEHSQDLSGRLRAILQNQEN
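HeLa cells stably expressing Vif and C-terminally eYFP-tagged A3G, seeded overnight at 37 deg C, then exposed to compound by pintool overnight at 37 deg C. Rise in yellow fluorescence (Ex 488/Em 500-530, Acumen) marks blocked Vif-driven A3G degradation.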
RXFP1 ag: activates the human relaxin receptor RXFP1. AID 2676. 370,000 compounds, 0.3% hits. HEK293T-RXFP1 cAMP TR-FRET, 30 min; response scale: percent of porcine relaxin response, buffer zero. Q9HBX9. Potency, µM (series often up to 57.5 µM), inactives show at the top dose activation, hits mostly activators; also: % is scaled to controls: 0 for no effect and ±100 for the full control effect; nearly all actives have a fitted effect of over 60% in size; many of its hits are not listed in these tables
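cAMP rise read by TR-FRET after 30 min, 37C compound exposure (up to 58 uM) in RXFP1-transfected HEK293 cells with Ro 20174 present. EC50 from Hill-equation fits, with 29 nM porcine relaxin as 100% and buffer as basal.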
IDH1 R132H inh: human IDH1 R132H inhibition. O75874. IDH1-R132H enzyme, NADPH consumption, diaphorase/resazurin fluorescence. Potency, µM (series often up to 76.6 µM), without a hit: top-dose activity change, negative = inhibition, actives largely listed as inhibitors. 390,000 compounds, 0.093% hits. AID 602179; also: % is scaled to controls: 0 for no effect and ±100 for the full control effect; nearly all actives have a fitted effect of over 65% in size
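IDH1-R132H (0.5 ug/mL) preincubated 30 min with compound, then NADPH (0.016 mM) and alpha-KG (2 mM) added; 80 min at RT, pH 7.5. Remaining NADPH coupled via diaphorase/resazurin to fluorescence (540/590 nm); concentration-response curves normalized to no-enzyme control.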
* = called active by the depositor; i = inactive; ? = inconclusive; · = no result given; & = joins results of further samples; [ ] = another dose, or the depositor's remark. Calls follow the shape of the dose curve; as a rule, active = well fitted curve in the direction sought with a large enough effect; inconclusive = small, poorly fitted or top-dose-only effect, or another doubt; inactive = no such curve, though single readings can be large; an effect the other way counts as inactive or inconclusive. Potency is read from the fitted curve at half-maximal effect.

Values run as follows: TrxR1 inh | ALOX12 inh | USP1 inh | TrxR1 substrate | RGS4 inhibitor | Vif-A3F inh | Vif-APOBEC3G blk | RXFP1 ag | IDH1 R132H inh
COc1ccc2c(-c3ccc(S(N)(=O)=O)cc3)c(-c3ccc(S(C)(=O)=O)cc3)sc2c1
    135%[activator] | -13% | -23% | 387%[activator] | -10% | -10% | -12% | · | 0%
CC1(C)NC(=O)N(CC(O)CN2CCCC2)C1=O (stereo not drawn)
    15%[57.1 µM] | 2% | -5% | 12%[57.1 µM] | 46% | -7% | 0% | 0.9% | -2%
Cc1cccc(CCNC(=O)C2CCC(CNS(=O)(=O)c3cccs3)CC2)c1 (stereo not drawn)
    30%[57.1 µM] | -1% | -6% | 6%[57.1 µM] | -5% | 5% | 1% | 0.4% | -1%
Cc1cccc(CSc2ncnc3c2cnn3Cc2ccccc2)c1
    9% | 0% | -15% | 5% | 3% | -1% | 1% | 3.6% | 7%
O=C(NCCc1cccnc1)c1cc(COc2ccc(F)cc2F)on1
    17% | -14% | -17% | -5% | 11% | -10% | 1% | -3.0% | 0%
Cc1cc(C)c(OCCCCNCc2ccccc2)c(Cl)c1
    -19%[57.1 µM] | ? | -15% | 1%[57.1 µM] | 1% | -25% | -2% | 0.6% | -1%
COC(=O)c1c(C)oc(C)c1S(=O)(=O)N1CCCCC1
    -47% | 384%[activator] | 5% | 13%[57.1 µM] | -2% | 6% | 1% | 0.4% | 15%
CCCCNC1=C(Br)C(=O)CC(C)(C)C1
    8% | 0% | 1% | -2% | -21% | -1% | -3% | 0.6% | 1%
CC(C)Cn1c(N)c(C(=O)CSc2nnnn2C)c(=O)n(C)c1=O
    25%[57.1 µM] | 4% | -12% | 4%[57.1 µM] | -37% | -4% | -1% | 0.4% | 12%
COCCn1c(C)cc(C(=O)CSc2nc3ccccc3c(=O)n2C(C)COC)c1C (stereo not drawn)
    13%[57.1 µM] | -12% | -10% | 2%[57.1 µM] | -6% | 0% | -2% | -1.4% | -1%
Cc1ccccc1-n1nc(CSc2nc3ccccc3[nH]2)c(-c2ccccc2)c1N
    -12% | -12% | -11% | -11% | 2% | -7% | -4% | 2.6% | 1%
O=C(NCc1ccccc1)C1=C[C@H](c2ccc(Br)cc2)C[C@H](OCc2ccc(CO)cc2)O1
    11%[57.1 µM] | ? | -14% | -5%[57.1 µM] | -20% | 4% | -15% | -0.3% | 14%
COc1ccc(C(C)=O)cc1COc1ccc(Cl)cc1Cl
    21%[57.1 µM] | ? | -22% | 8%[57.1 µM] | 1% | -2% | -3% | 3.8% | 3%
CCCCCC1CCC(C(=O)NCCN2CCOCC2)CC1 (stereo not drawn)
    15%[57.1 µM] | -5% | -9% | 7%[57.1 µM] | -6% | 9% | -1% | 6.2% | 4%
COc1ccc(/C=C/C(=O)c2oc3ccc(F)cc3c2C)cc1
    -15% | · | -6% | -4% | 18% | 5% | 1% | -0.4% | -2%
CCC(CC)C(=O)Nc1cc(-c2nc3cccnc3s2)ccc1C
    -6% | -9% | -4% | -1% | 3% | 5% | 1% | 0.2% | 0%
Cc1cccnc1NC(=O)C1CCCN1S(=O)(=O)c1ccc(Cl)cc1 (stereo not drawn)
    10% | -7% | 5% | -3% | 2% | 11% | 1% | 3.3% | -3%
CCOC(=O)c1c(-c2ccc(C)s2)csc1NC(=O)c1cccs1
    18% | 0% | -10% | 34%[activator] | -9% | 3% | 0% | ? | -1%
CSCC[C@H](NC(=O)c1cc([N+](=O)[O-])ccc1Cl)c1nc2ccccc2[nH]1
    3% | 1% | -16% | 9% | -2% | 4% | -13% | 1.5% | -5%
COc1cc(CN2CCc3nc(Nc4ccc5c(c4)OCCO5)ncc3C2)cc(OC)c1OC
    11%[57.1 µM] | -11% | 12% | 1%[57.1 µM] | 0% | · | · | 0.5% | ·
Cc1ccc(NC(=O)Cc2coc3c(C)c(C)ccc23)c(C)c1
    16% | -17% | 8% | 0% | -3% | -1% | -1% | -2.6% | 8%
O=C1CCCN1CCCNc1ncnc2c1[nH]c1ccccc12
    10% | 4% | -4% | 33%[activator] | 13% | -10% | -3% | 0.0% | 6%
O=C(Nc1ccc(F)cc1F)Nc1ccc(F)cc1F
    7%[57.1 µM] | -22% | 0% | 2%[57.1 µM] | 9% | -13% | -1% | -0.1% | 4%
CC1=C(C(=O)OCc2ccccc2)C(c2ccccc2)NC(=O)N1 (stereo not drawn)
    41% | 24% | -25% | 12% | -16% | 4% | 6% | 2.4% | -5%
CCOC(=O)N1CCN(C(=O)c2ccc3c(c2)N(Cc2cc(C)ccc2C)C(=O)c2ccccc2S3=O)CC1 (stereo not drawn)
    34%&27% | 4%&-13% | -26%&-30% | 2%&-1% | -20%&-3% | 0%&0% | 0%&1% | 3.3%&0.1% | 5%&4%
O=S(=O)(c1ccc(NC(=S)N2CCOCC2)cc1)N1CCCCC1
    · | -10% | -21% | · | · | 0% | 1% | · | 14%
CC1=NN(c2ccccc2)C(=O)/C1=C/C=C/c1ccc(N(C)C)cc1
    0% | -1% | -13% | 9%[0.0914 µM] | -36% | -3% | -8% | -19% | 0%
Cc1noc(C)c1C(=O)OCC(=O)NC1CCCCC1C (stereo not drawn)
    36%[activator] | 11% | 5% | 8% | 23% | -14% | 0% | 1.4% | 4%
CC(C)OCCCNC(=O)Cc1ccc(F)cc1
    4% | 6% | -10% | -2% | 11% | 4% | 0% | -2.2% | -7%
Cc1ccc(C)c(OCC(O)CN2CCC(C)CC2)c1C (stereo not drawn)
    12%[57.1 µM] | ? | -3% | -9% | 0%[11.4 µM] | 0% | -7% | 0.6% | 6%
Cc1[nH]c2ccccc2c1C(c1ccncc1)N1CCN(c2ccc(F)cc2)CC1 (stereo not drawn)
    -27% | -9% | -15% | -9% | -18% | 0% | -1% | 0.5% | 3%
O=[N+]([O-])C(/C=C(\Cl)[N+](=O)[O-])=C1N(Cc2ccc(Cl)nc2)CCN1Cc1ccc(Cl)nc1
    1.8µM* | -6% | 13% | -10% | 2% | -5% | -16% | ? | 13%
COc1ccc(CCNC(=O)c2cnc(Cl)c(Cl)c2)cc1
    6% | i | -15% | 8%[57.1 µM] | -5% | -2% | -1% | -0.2% | -3%
C=CCc1cccc(CNc2ccc(Br)cc2)c1O
    6% | -2% | -11% | -4% | -15%[56.9 µM] | -3% | -13% | 1.8% | 8%
O=C(CCNC(=O)c1ccc([N+](=O)[O-])cc1)Nc1ccc(Cl)c(S(=O)(=O)N2CCOCC2)c1
    18% | 4% | -18% | 0% | -13% | 10% | 0% | 0.7% | 0%
CCc1ccc(NC(=O)CCCn2nc(C)c3c(C)n(-c4ccccc4)nc3c2=O)cc1
    13% | -12% | -14% | 4% | -5% | -6% | -7% | -0.5% | 2%
Cc1cnc(C(=O)OCC(=O)c2ccc(Cl)cc2)cn1
    25% | -28% | -22% | 13% | -19% | 0% | 0% | 2.2% | 7%
COCCNC(=O)c1ccc2c3n(nc2c1)-c1ccc(Cl)cc1CO3
    -13%[57.1 µM] | 12% | -10% | 5%[57.1 µM] | -15% | 4% | -1% | 1.8% | 2%
CCc1cc2c(=O)nc3n(c2s1)Cc1ccccc1/C3=C(/O)c1cccc([N+](=O)[O-])c1
    -12% | · | -20% | -2% | -28% | 4% | 0% | ? | 5%
CC1(C)SC(=S)N(NC(=O)Nc2cccc3ccccc23)C1N(O)C(=O)Nc1ccccc1 (stereo not drawn)
    4% | -26% | -22% | 0% | -12% | -4% | -13% | 0.5% | 0%
O=C(CCn1c(=O)c2cccn2c2cccnc21)Nc1ccccc1Br
    8% | ? | ? | 3% | -2% | 7% | -8% | 4.8% | -5%
CCCCN(c1ccc(C(=O)OC)cc1)S(=O)(=O)c1ccccc1
    5% | -12% | -19% | -10% | -15% | -1% | 2% | 0.2% | 0%
O=C(c1nc2ccccn2c1CNCCCn1ncc2ccccc21)N1CCOCC1
    -12% | -8% | 2% | -4% | 28% | -28% | 0% | 2.5% | -1%
COc1ccc(CCNC(=O)c2cccc(Br)c2)cc1OC
    13% | 13% | -25% | 2% | 12% | -4% | 1% | 0.5% | 3%
O=c1cc(-c2ccccc2)nc2c(Cl)cc(Cl)cn12
    · | -8% | -30% | · | · | 4% | -2% | · | -4%
Nc1ccc(Cl)cc1C(=O)OCC(=O)NC1CCS(=O)(=O)C1 (stereo not drawn)
    -3% | 0% | -9% | 174%[activator] | 13% | 1% | -2% | 7.1% | 8%
O=C1COc2cc(S(=O)(=O)CCC(=O)N3CCN(c4ccccc4)CC3)c(Cl)cc2N1
    23%[11.4 µM] | -4% | -8% | 11%[11.4 µM] | 27% | 2% | 5% | 0.3% | 25%
O=C(NCc1ccco1)c1ccc(Cn2c(SCc3ccccc3)nc3cccnc32)cc1
    2% | -11% | -5% | 8% | 0% | -2% | 3% | 8.4% | -16%
O=C(CSc1nccc(-c2cccs2)n1)Nc1cccc(Cl)c1
    9%[57.1 µM] | 459%[activator] | ? | 1%[57.1 µM] | 1% | ? | -11% | 2.8% | -3%

Screening results (PubChem BioAssay)

Not all compounds are listed. The share of hits here may be higher or lower than overall.
